High-throughput results (PubChem BioAssay)
Cneo AK release: Cryptococcus neoformans lysis via adenylate kinase release | C. neoformans lysis, adenylate kinase release luminescence, 4 h; normalised: neutral wells 0, clomiphene wells 100 | lysis activity, % at 15 µM | 0.2% of 360,000 active;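 active = mean lysis activity across replicates of at least 80%, whatever share of replicates individually reach that level; inactive = mean lysis activity below 80%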
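Test system: log-phase Cryptococcus neoformans yeast cells. Input: 5 × 10^6 yeast cells/mL. Medium: fresh YPD growth medium. Doses: single dose. Incubation: static 4 h at 37 °C with compound, 1 h detection. Measured by: luminescent adenylate kinase detection reagent. Read-out: signal increase indicating cell lysis. Benchmarks: Clomiphene.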
CFTR F508del cor: CFTR F508del correction in bronchial cells | AID 720511 | 0.36% of 350,000 active | activity (quench increase), % at 7.58 µM | CFBE cells, YFP halide quenching; stimulated with forskolin plus potentiator P3; % fluorescence drop versus neutral controls;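 active = mean added fluorescence quench of at least 8% versus neutral control, with both replicates also reaching 8%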;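 note: cells transiently co-express mutant CFTR-F508del with the halide-sensitive YFP; corrector assay measuring rescue of mutant channel to the surface after 24 h compound exposure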
GSIS activator: primary screen for activators of insulin secretion dependent on glucose, INS-1E cells, GLuc reporter luminescence; 0.61% of 370,000 active; INS-1E GLuc reporter insulin secretion, 2-3 h; activation, % at 16.6 µM;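 active = lowest replicate activation of at least 40%, so every replicate reaches that level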;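 note: 0% = median of neutral control wells and 100% = median of IBMX positive control wells; some compounds called inactive have numbers as strong as hits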
miR-122 sensor: blocks miR-122 activity in Huh7 sensor cells | Huh7 miR-122 Renilla luciferase sensor, 48 h; neutral wells = 0, positive control = 100 | activation (reporter increase), % at 12.5 µM | 0.3% of 340,000 active | AID 602342;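 active = mean replicate activation score at least 90 and every replicate individually at or above 90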;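 note: higher luciferase means less miR-122 activity so hits act as miR-122 inhibitors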
FN deposit inh: fibronectin deposition inhibition; AH1F fibroblasts, Alexa488-fibronectin deposition fluorescence, overnight; inhibition, % at 12.6 µM; 0.086% of 350,000 active;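 active = mean inhibition across replicates of 30% or more, regardless of how many single replicates reach that level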;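 note: positive control wells lacked labelled fibronectin entirely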
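test system = AH1F fibroblasts assembling fluorescent fibronectin matrix | quantity = 10000 AH1F cells per well | buffer or medium = DMEM plus 2% serum, read in PBS | doses = single dose, pinned | incubation = 1 h cell attachment, overnight exposure to compound and label | detection = fluorescence at 485 nm excitation, 525 nm emission | read-out basis = inhibition from reduced deposited-fibronectin fluorescence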
PglD inh: inhibitors of Campylobacter jejuni PglD acetyltransferase; purified PglD enzyme, DTNB colorimetric CoA detection; 0.098% of 360,000 active; inhibition, % at 12.5 µM; in the data active = inhibition above about 16%, passing the limit was not always enough; note: strong numbers were not always called active
C2C12 statin: protects C2C12 myotubes from simvastatin toxicity | rescue of ATP level, % at 7.49 µM | AID 602340 | ATP luminescence, 48 h; scaled: DMSO 0, geranylgeraniol control 100 | 0.78% of 330,000 active;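 active = mean ATP rescue above about 67%, or every replicate alone reaching that limit, limit read from the data, passing the limit was not always enough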;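 note: myotubes were challenged with 10 µM simvastatin during compound exposure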
PGC1a acetyl inh: modulators of PGC1a acetylation; U2OS PGC1a acetylation, AlphaScreen anti-acetyl-lysine; with virally co-expressed GCN5 acetyltransferase; inhibition, % at 15.6 µM; 0.17% of 350,000 active;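 active = every replicate shows inhibition of at least 40%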;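 note: 0% = neutral control wells and 100% = positive control wells; some results beyond the cut were filed as inactive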
Numbers without * were called inactive; x = no result given; [ ] = remark or other dose.

smiles | Cneo AK release | CFTR F508del cor | GSIS activator | miR-122 sensor | FN deposit inh | PglD inh | C2C12 statin | PGC1a acetyl inh
CCOc1ccc(C(=O)Nc2cccc(-c3nc4ccccc4[nH]3)c2C)cc1[N+](=O)[O-] | 5.5 | x | -7.8 | -1.4 | x | -0.6 | x | 3.4
CO[C@H]1CN(C)C(=O)c2cc(NS(=O)(=O)c3ccccc3C)ccc2OC[C@H](C)N(C)C[C@@H]1C | -2.7 | -1.2 | -2.8 | 15.4[16.7 µM] | 4.6 | 1.7 | 0.6 | -3.6
C[C@H]1CN([C@@H](C)CO)C(=O)c2cccc(NC(=O)c3ccncc3)c2O[C@H]1CN(C)S(=O)(=O)c1cn(C)cn1 | -0.3 | -1.1 | -0.3 | 2.8[16.7 µM] | x | -2.9 | -20.6 | 3.1
O=C(Nc1ccc(F)c(F)c1)c1ccco1 | 0.4 | -2.5 | 2.5 | -8.9 | -13.2 | -1.6 | 9.3 | 0.4
S=c1[nH]nc(-c2cc(-c3ccco3)[nH]n2)n1-c1cccc2ccccc12 | -2.4 | x | x | 1.0 | 8.5 | 4.2 | 48.5 | 11.3
Cc1ccccc1-n1c(=O)n(Cc2ccco2)c(=O)c2[nH]cnc21 | -1.7 | 1.0 | 39.5 | -4.3 | 4.1 | -5.7 | 12.9 | x
Cc1ccccc1OCC(=O)Nc1ccc(C(=O)Nc2ccccc2C(=O)O)cc1 | 3.5 | 0.6 | 10.7 | -4.7 | x | -6.4 | 2.4 | -0.7
Cc1cccc2sc(N(CCCN(C)C)C(=O)c3ccco3)nc12 | -2.2 | 0.0 | 20.6 | 1.7 | -18.0 | -3.4 | -6.5 | -5.7
COC(=O)c1sc(NC(=S)NC(=O)c2ccc(C)cc2)nc1C | -4.6 | 1.4 | 3.1 | 2.5 | -0.3 | 3.6 | x | 5.5
CCOC(=O)c1c(C)[nH]c(O)c1C=Nc1ccc(C(F)(F)F)cc1 | -0.5 | x | x | -2.2 | x | -1.2 | -0.2 | 12.5
S=c1[nH]nc(NCCc2ccccc2)s1 | 2.4 | -0.7 | 13.1 | -3.9 | 0.4 | -3.6 | -0.4 | 3.7
COc1ccc(C(CNC(=O)CNC(=O)c2cccc(C)c2)N2CCCCC2)cc1 (stereo not given) | -0.9 | -7.3 | 22.1 | -3.4 | -7.5 | -0.5 | 13.4 | -5.1
CCCCNC(=O)CSc1nc2ccc(N3CCOCC3)cc2c(=O)n1CCc1ccccc1 | -1.4 | x | -35.5 | -2.2 | 6.2 | 1.1 | -19.8 | 7.0
O=C(CCNC(=O)Cn1ccc2ccccc2c1=O)NCCc1ccc(Cl)cc1 | -1.9 | -0.3 | 7.2 | -20.5 | -1.6 | 2.7 | x | x
O=C1c2ccccc2-c2ncnc3c(N4CCOCC4)cc(N4CCOCC4)c1c23 | 7.4 | -1.3 | x | -8.4 | -9.5 | -4.1 | -19.2 | -3.2
CCN(CC)S(=O)(=O)c1ccc(N/N=C/c2ccccc2OCC(=O)O)c([N+](=O)[O-])c1 | -1.9 | -0.9 | 2.8 | -7.9 | x | 4.0 | -2.0 | x
Cc1noc(C)c1S(=O)(=O)N(C)C[C@H]1Oc2ccc(NS(=O)(=O)c3cn(C)cn3)cc2C(=O)N([C@@H](C)CO)C[C@H]1C | 7.9 | 1.6 | 14.9 | 4.4[16.7 µM] | x | -1.6 | 46.3 | 7.4
CC(OC(=O)c1ccc(Cl)cc1O)C(=O)NCCC1=CCCCC1 (stereo not given) | -0.8 | 3.9 | x | 0.2 | -1.8 | 1.2 | 3.1 | x
Cc1ccc(S(=O)(=O)Nc2ccc3c(c2)C(=O)N([C@H](C)CO)C[C@H](C)[C@H](CN(C)C(=O)Nc2ccc(C(F)(F)F)cc2)OCCCC[C@@H](C)O3)cc1 | -0.3 | 3.2 | 3.0 | 14.3[16.7 µM] | -8.7 | 4.5 | x | -6.3
Clc1ccc(OCCSc2ncccn2)c2ccccc12 | 3.4 | x | x | -5.4 | 5.5 | -1.0 | 0.3 | -11.1
Oc1ccc(Cl)cc1-c1cc(-c2ccccc2Cl)[nH]n1 | 0.3 | x | x | 2.9 | 5.2 | -4.0 | -5.9 | -17.5
O=C(NS(=O)(=O)Nc1ccccc1)C1=C(N2CCCC2)COC1=O | -1.5 | 0.3 | 2.1 | -3.3 | -7.1 | 2.7 | 4.0 | -1.7
COc1ccc(/C=N/NC(=O)c2[nH]c3ccc(C)cc3c2-c2ccccc2)c(C(=O)O)c1OC | 3.3 | 0.3 | -0.4 | x | -0.6 | 1.1 | -1.0 | x
Oc1cccc(/C=N/Nc2cccc3cccnc23)c1 | 10.9 | 2.2 | -13.3 | 8.7 | 8.4 | -5.1 | 2.5 | 27.0

Other records follow.
Letter code – A = Cneo AK release; B = CFTR F508del cor; C = GSIS activator; D = miR-122 sensor; E = FN deposit inh; F = PglD inh; G = C2C12 statin; H = PGC1a acetyl inh
SMILES: C=CCn1c(SCC(=O)Nc2ncc(Cc3ccc(C)c(Cl)c3)s2)nnc1-c1ccncc1
  A: 2.0; B: x; C: -2.6; D: -1.0; E: x; F: -1.5; G: x; H: 4.0
SMILES: CCn1cc([N+](=O)[O-])c(C(=O)N2N=C(c3ccc(O)c(OC)c3)CC2c2ccccc2O)n1 (stereo not given)
  A: 3.1; B: 3.5; C: -14.3; D: 28.0; E: 19.8; F: -4.0; G: 12.3; H: -5.7
SMILES: COc1ccc(C#Cc2ccc([C@H]3[C@H](CO)N4C(=O)CN(C(=O)c5ccc(F)cc5)C[C@@H]34)cc2)cc1
  A: x; B: 4.2; C: 1.8; D: x; E: 0.1; F: x; G: x; H: 5.4
SMILES: CCOC(=O)Cc1nnc(NCc2ccccc2)c2ccccc12
  A: -2.2; B: 0.0; C: -7.7; D: x; E: 2.0; F: 4.9; G: 22.7; H: -21.1
SMILES: C[C@@H]1CN([C@H](C)CO)C(=O)c2cc(N(C)C)ccc2O[C@@H]1CN(C)Cc1ccc(C(=O)O)cc1
  A: -0.3; B: 4.2; C: 4.2; D: 6.9[16.7 µM]; E: x; F: 3.6; G: 10.0; H: 12.0
SMILES: O=C(N/N=C/c1c[nH]c2ccc(Br)cc12)c1ccc2c(c1)OCO2
  A: x; B: 3.5; C: -12.4; D: 6.4; E: 3.4; F: x; G: x; H: 9.4
SMILES: COCC(=O)N(C)C[C@H]1Oc2cc(C#CCC(C)C)ccc2S(=O)(=O)N([C@H](C)CO)C[C@H]1C
  A: 0.4; B: -3.0; C: -17.6; D: -8.8[16.7 µM]; E: -8.1; F: 2.2; G: 13.9; H: -11.5
SMILES: CC(C)C(OC(=O)/C=C/c1ccc2c(c1)OCO2)C(=O)NC(N)=O (stereo not given)
  A: 2.6; B: -2.7; C: 8.2; D: -4.6; E: 10.6; F: -4.2; G: 5.0; H: -3.6

Laid out differently: results already given
Values run as follows: Cneo AK release	CFTR F508del cor	GSIS activator	miR-122 sensor	FN deposit inh	PglD inh	C2C12 statin	PGC1a acetyl inh
Clc1ccc(OCCSc2ncccn2)c2ccccc12
 : 3.4	x	x	-5.4	5.5	-1.0	0.3	-11.1
Oc1ccc(Cl)cc1-c1cc(-c2ccccc2Cl)[nH]n1
 : 0.3	x	x	2.9	5.2	-4.0	-5.9	-17.5
O=C(NS(=O)(=O)Nc1ccccc1)C1=C(N2CCCC2)COC1=O
 : -1.5	0.3	2.1	-3.3	-7.1	2.7	4.0	-1.7
COc1ccc(/C=N/NC(=O)c2[nH]c3ccc(C)cc3c2-c2ccccc2)c(C(=O)O)c1OC
 : 3.3	0.3	-0.4	x	-0.6	1.1	-1.0	x
Oc1cccc(/C=N/Nc2cccc3cccnc23)c1
 : 10.9	2.2	-13.3	8.7	8.4	-5.1	2.5	27.0
C=CCn1c(SCC(=O)Nc2ncc(Cc3ccc(C)c(Cl)c3)s2)nnc1-c1ccncc1
 : 2.0	x	-2.6	-1.0	x	-1.5	x	4.0
CCn1cc([N+](=O)[O-])c(C(=O)N2N=C(c3ccc(O)c(OC)c3)CC2c2ccccc2O)n1 (stereo not given)
 : 3.1	3.5	-14.3	28.0	19.8	-4.0	12.3	-5.7
COc1ccc(C#Cc2ccc([C@H]3[C@H](CO)N4C(=O)CN(C(=O)c5ccc(F)cc5)C[C@@H]34)cc2)cc1
 : x	4.2	1.8	x	0.1	x	x	5.4
CCOC(=O)Cc1nnc(NCc2ccccc2)c2ccccc12
 : -2.2	0.0	-7.7	x	2.0	4.9	22.7	-21.1
C[C@@H]1CN([C@H](C)CO)C(=O)c2cc(N(C)C)ccc2O[C@@H]1CN(C)Cc1ccc(C(=O)O)cc1
 : -0.3	4.2	4.2	6.9[16.7 µM]	x	3.6	10.0	12.0
